# KLK5 inh – human KLK5 protease inhibitors, primary screen, biochemical, 1536-well; Kallikrein-5 (Homo sapiens), Q9Y337; recombinant hK5, fluorogenic AMC substrate cleavage; hit rate 0.59% among 210,000; AID 873, 2007; inhibition, % at 5 µM;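 active means inhibition of 40% or more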;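 further: 0% = enzyme controls without compound and 100% = no-enzyme blanks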
# Target sequence (Q9Y337 67-293 limits assumed): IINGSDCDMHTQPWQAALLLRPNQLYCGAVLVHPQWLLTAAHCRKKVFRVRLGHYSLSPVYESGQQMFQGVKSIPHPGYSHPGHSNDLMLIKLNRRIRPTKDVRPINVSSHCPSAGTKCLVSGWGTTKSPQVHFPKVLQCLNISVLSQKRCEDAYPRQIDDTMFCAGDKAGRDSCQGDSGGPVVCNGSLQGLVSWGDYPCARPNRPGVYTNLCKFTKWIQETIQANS
# FXIIa inh 1536 – human FXIIa protease inhibitors, primary screen, biochemical, 1536-well | Coagulation factor XII (Homo sapiens), P00748 | purified FXIIa, Boc-QGR-AMC fluorogenic substrate, 2 h | inhibition, % at 5 µM | hit rate 0.3% among 220,000 | AID 800, 2007; in the data active means inhibition above about 40%;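 further: 0% = enzyme with no compound and 100% = blank without enzyme; many of its hits are not listed in these tables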
# 14-3-3 Bad PPI – inhibitors of 14-3-3 zeta/Bad binding, primary screen, biochemical, TR-FRET, bovine 14-3-3 zeta; hit rate 0.71% among 220,000; TR-FRET 14-3-3zeta/Dy647-pBad peptide displacement, 1 h; AID 781, 2007; inhibition, % at 21.7 µM; 14-3-3 protein zeta/delta (Bos taurus), P63103;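 active means inhibition above about 70%, limit read from the data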;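 further: 0% = full 14-3-3 plus peptide FRET controls and 100% = background without 14-3-3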
# FXIa inh – human FXIa protease inhibitors, primary screen, biochemical, 1536-well | Coagulation factor XI (Homo sapiens), P03951 | purified FXIa, Boc-Glu-Ala-Arg-AMC fluorogenic substrate | inhibition, % at 5 µM | hit rate 0.14% among 220,000;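 active means inhibition of at least 40%; inactive means inhibition below 40%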;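 further: fluorescence of freed AMC excited at 355 nm; 0% = enzyme without compound and 100% = no enzyme blank; many of its hits are not listed in these tables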
# Runt-CBFb FRET – inhibitors of RUNX1 Runt–CBFb binding, primary screen, biochemical, FRET, Cerulean-Runt, Venus-CBFb, uHTS. AID 1496, 2009. Runt-related transcription factor 1 (Homo sapiens) + Core-binding factor subunit beta …. hit rate 0.46% among 220,000. Cerulean-Runt/Venus-CBFb FRET ratio 530/480, 1 h. inhibition, % at 20 µM;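 active means inhibition over about 50% at 20 µM in the single-dose screen, limit read from the data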;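 further: 0% = DMSO wells and 100% = excess unlabeled CBFb competitor control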
#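 Measured by: fluorescence energy transfer, 422 nm excitation, 530/480 nm emission; Assay system: Cerulean-Runt domain; Medium: Tris pH 7.5 buffer with BSA; Measure: loss of energy transfer signal; Controls: 5 µM unlabeled CBFb as full-inhibition high control; Incubation: protein complex preformed 1 h, compound exposure 1 h, room temperature, dark.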
# Hck Nef HTS – inhibitors of Nef-activated human Hck kinase, primary screen, biochemical, Z-Lyte FRET, 384-well, Hck-YEEI; hit rate 0.68% among 220,000; inhibition, % at 20 µM; Recombinant Hck-YEEI plus Nef, Z-Lyte FRET kinase assay;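 active means Hck-Nef kinase inhibition above about 50%, limit read from the data; inactive means inhibition below that limit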;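 further: 0% = DMSO with Hck plus Nef and 100% = Hck alone without Nef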
# Runt-SMMHC FRET – inhibitors of RUNX1 Runt–CBFb-SMMHC binding, primary screen, biochemical, FRET, Cerulean-Runt, Venus-CBFb-SMMHC, uHTS; Runt-related transcription factor 1 (Homo sapiens) + Core-binding factor subunit beta …; Cerulean-Runt/Venus-CBFb-SMMHC FRET ratio 530/480, 1 h; inhibition, % at 20 µM; hit rate 0.74% among 220,000;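 active means mean inhibition across duplicate retests at 20 µM reaching about 50%, limit read from the data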;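 further: 0% = DMSO wells and 100% = wells with excess untagged CBFb-SMMHC; inhibitors lower the FRET ratio by blocking Runt binding to CBFb-SMMHC; some results filed as inactive read as strong as hits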
# Thrombin inh – human alpha-thrombin inhibitors, primary screen, counter-screen for coagulation protease inhibitor project, biochemical, 1536-well, fluorogenic AMC substrate | hit rate 0.26% among 220,000 | AID 1046, 2008 | Prothrombin (Homo sapiens), P00734 | inhibition, % at 5 µM | Boc-VPR-AMC fluorogenic substrate cleavage;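 active means inhibition at or above 40%; inactive means inhibition below 40%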;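 further: 0% = enzyme with no compound and 100% = wells without enzyme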
#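 signal = AMC fluorescence, 355/460 nm | material = human alpha-thrombin enzyme | control set = enzyme without compound as high, wells lacking enzyme as low | times = reaction at room temperature | read-out basis = percent inhibition scaled between no-compound controls and no-enzyme blanks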
# Wee1 stabilizer – Wee1 degradation inhibitors, primary screen, cell-based, HeLa, Wee1K328M-luciferase, luminescence; HeLa Luc-Wee1K328M stability; 100% = proteasome inhibitor MG132 effect; hit rate 1.2% among 220,000; Wee1-like protein kinase (Homo sapiens), P30291; AID 1321, 2008; reporter increase, % at 5 µM;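 active means activation above the mean of all tested compounds plus 3 SD, set per screening run, cut at about 8.8% in these data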;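 further: cells exposed to compound for 20 h before luminescence read; 0% = DMSO alone and 100% = MG132 at 30 µM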
# Target sequence (P30291 whole entry K328M): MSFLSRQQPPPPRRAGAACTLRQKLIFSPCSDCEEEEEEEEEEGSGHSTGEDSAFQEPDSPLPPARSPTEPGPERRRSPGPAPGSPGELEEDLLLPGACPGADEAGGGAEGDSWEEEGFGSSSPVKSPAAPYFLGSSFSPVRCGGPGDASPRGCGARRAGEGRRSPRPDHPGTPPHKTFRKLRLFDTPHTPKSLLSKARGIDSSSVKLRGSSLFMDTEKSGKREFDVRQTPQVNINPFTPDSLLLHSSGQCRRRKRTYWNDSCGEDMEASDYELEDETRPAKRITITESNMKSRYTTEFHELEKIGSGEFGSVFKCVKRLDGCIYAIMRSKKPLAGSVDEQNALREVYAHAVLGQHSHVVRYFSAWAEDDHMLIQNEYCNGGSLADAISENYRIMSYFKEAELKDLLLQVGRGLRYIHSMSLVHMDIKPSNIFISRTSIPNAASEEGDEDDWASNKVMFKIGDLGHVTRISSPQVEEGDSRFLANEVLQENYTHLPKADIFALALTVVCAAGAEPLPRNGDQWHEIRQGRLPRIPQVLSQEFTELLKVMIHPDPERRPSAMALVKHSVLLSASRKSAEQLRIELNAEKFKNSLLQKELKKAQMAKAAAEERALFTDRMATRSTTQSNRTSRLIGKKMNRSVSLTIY
# Starred values were filed as active, the others as inactive; / = not tested or not shown; [ ] = remark or other dose.
SMILES,KLK5 inh,FXIIa inh 1536,14-3-3 Bad PPI,FXIa inh,Runt-CBFb FRET,Hck Nef HTS,Runt-SMMHC FRET,Thrombin inh,Wee1 stabilizer
COc1ccc(C2=NN(CCC(=O)NCc3ccc4c(c3)OCO4)C(=O)CC2)cc1,-17,4,-7[fluorescence artefact?],-7,1,0,2,-3,0
COc1ccccc1NC(=S)N1CCN(C(=O)C2CCCO2)CC1 (stereo not given),0,8,-11,0,1,17,2,-6,-4
Cc1ccccc1NC(=O)Cn1c(=O)n(C)c2ccccc21,-2,-4,-6[fluorescence artefact?],2,2,-1,1,-4,0
O=C(CSc1ccc([N+](=O)[O-])cc1)Nc1cccc(S(=O)(=O)Nc2ccccc2F)c1,-5,6,13,0,31,5,10,3,-2
NNC(=O)CNc1cccc(Br)c1,-1,5,1,-3,0,24,0,-1,-1
Cc1ccc(-c2nc(=S)c3c(n2CCN2CCOCC2)CC(C)(C)OC3)cc1,-25,0,-1,-6,1,8,-3,8,0
Cc1ccc(N2CCN(/N=C/c3c(C)nn(-c4ccccc4)c3Cl)CC2)cc1,-14,22,2[fluorescence artefact?],20,0,4,-3,-7,1
Cc1[nH]nc2oc(=O)c(CCO)c(C)c12,-15,18,-13,4,-1,2,2,0,2
COc1ccc(NCc2nnc(SCC(=O)Nc3cccc(C)c3)o2)cc1,-20,17,-11,1,4,1,1,-2,0
Fc1cccc(C2CC(c3cccc(Br)c3)Nc3nnnn32)c1 (stereo not given),-12,-10,-5,3,0,-2,-2,-5,-3
CCOC(=O)c1ccc(NC(=O)CNC(=O)c2ccccc2)cc1,-18,10,-7,1,0,0,1,-4,-1
CCOC(=O)NC1(C(F)(F)F)N=C(c2ccccc2)NC1=O (stereo not given),-3,17,-5,1,5,-1,3,1,8
Cc1ccc(NC(=O)Cn2c(CCC(=O)O)ccc2-c2cccs2)cc1,-8,13,-11,-3,20,1,26,-1,-1
CCOC(=O)CNC(=O)CN1CCCN(S(=O)(=O)c2ccc(Br)s2)CC1,-8,22,-3,1,0,1,4,2,0
O=C(CCC1CC(=O)Nc2ccccc21)NCc1ccc(F)cc1 (stereo not given),5,-9,1,2,2,0,2,-17,0
O=C(NCc1ccco1)C12CC3CC(C1)CC(C(=O)NCc1ccco1)(C3)C2,1,-4,2,1,2,1,4,-16,1
O=C1/C(=C/c2ccsc2)N2CCC1CC2,-5,7,1,-10,1,1,2,1,-1
CCC(=O)N=c1sc2ccccc2n1-c1ccccc1,19,9,-7,17,3,19,-7,4,3
Cc1cccc(C)c1OCC(O)CN1CCCCC1 (stereo not given),-8,2,-14,-5,-1,20,-1,-8,-4
CCc1nnc(NC(=O)CSc2nc3ccccc3o2)s1,42*,0,-8[fluorescence artefact?],7,0,10,0,11,2
Cc1ccccc1CN1CCN(CC(=O)NCc2ccc3c(c2)OCO3)C1=O,-5,-9,2,-7,-1,2,-3,-15,0
CCN1CCCC1CNC(=O)C(=O)Nc1ccccc1 (stereo not given),6,11,-5,0,-1,16,1,-3,3
O=S(=O)(c1ccc2nc(COc3ccccc3)[nH]c2c1)N1CCOCC1,-28,16,27[fluorescence artefact?],2,0,-2,3,7,2
COc1cccc(-c2nnc(-c3ccc(C(F)(F)F)cc3)o2)c1OC,-9,13,3,7,-9,-1,-14,-1,1
CCCCNC(=O)Cc1c(OC)ccc2cc(Br)ccc12,-16,6,8,2,-1,1,-1,-1,-3
O=C(/C=C/c1cccc2ccccc12)N1CCOCC1,6,2,1,-16,1,8,-2,-6,4
CCC(C)(C)n1nnnc1C(c1cc2cc3c(cc2[nH]c1=O)OCO3)N1CCN(C)CC1 (stereo not given),-38,-21,-5,-9,40,4,66*,0,-1
Cc1nnc(SCc2nnc(-c3cccs3)o2)n1C1CCCCC1,8,10,-9,13,-2,23,1,0,1
O=C(NCc1ccccn1)c1cc(-c2ccccc2Cl)on1,7,12,2,-3,-2,-1,-6,-3,-1
Cc1noc(C)c1COc1ccc(C(=O)O)cc1,0,4,-14,-2,/,18,/,-1,-1
COc1c(-c2ccc(O)cc2)oc2cc(O)cc(O)c2c1=O,2,9,23,4,1,53*,-7,5,/
CCOC(=O)c1cc(-c2ccc(C)cc2)n(CC(=O)NCc2ccco2)c1C,54*,29,10,7,0,8,-1,12,-2
CCn1c(=O)c(=O)[nH]c2cc(C(=O)Nc3ccc(S(=O)(=O)N4CCCC4)cc3)ccc21,4,11,-6,5,0,0,2,5,-3
c1cncc(C2Nc3ccccc3-c3nc4ccccc4n32)c1 (stereo not given),-39,-23,8,-20,1,5,6,-5,-2
COc1ccc(/C(C#N)=C/c2ccccn2)cc1,-5,8,3,-7,0,20,2,-1,6
COC(=O)[C@@H]1C[C@H]1[C@@H](NS(=O)(=O)c1ccccc1)c1ccccc1,-7,0,11[fluorescence artefact?],-10,0,0,3,-3,-4
CCCCCn1c(SCCOCC)nc2c1c(=O)[nH]c(=O)n2C,-5,15,-8,5,1,-1,1,1,0
COc1cc(C)c(Br)cc1S(=O)(=O)NCc1ccccc1,0,4,8,0,-3,2,5,-2,0
CS(=O)(=O)N1CC2CCCN2c2cc(C(F)(F)F)ccc21 (stereo not given),-5,2,-3,-4,-1,5,-2,0,-3
CCN(CC)S(=O)(=O)c1ccc2oc(C(=O)N3CCc4ccccc4C3)c(C)c2c1,-15,4,-18,2,-4,5,1,-9,1
O=C(CN(C(=O)c1ccccc1Cl)C1CCCCC1)Nc1ccc(Cl)c([N+](=O)[O-])c1,1,70*,8,5,0,-1,3,0,-1
O=[N+]([O-])c1cc(-c2nnc(N3CCOCC3)c3ccccc23)ccc1N1CCOCC1,-14,-2,-2,-1,-3,16,0,6,0
O=C(Nc1nnc(SCc2ccc(F)cc2)s1)C1Cc2ccccc2CN1C(=O)c1ccco1 (stereo not given),-6,16,-9,5,-1,1,-6,0,-1
COc1cccc(-c2cc(C(=O)Nc3c(C)nn(Cc4ccccc4)c3C)no2)c1,55*,10,-12,10,0,1,-3,41*,4
CC(C)C1NC(=S)N(Cc2ccccc2)C1=O (stereo not given),-11,-9,/,-7,/,0,4,-1,-2
CCOC(=O)Cn1c(=NC(=O)c2ccc([N+](=O)[O-])s2)sc2ccccc21,-17,5,1,6,-83,4,-189,-2,0
Cc1ccc(SCC(=O)NC(=O)Nc2ccc3c(c2)OCCO3)cc1C,-19,3,-8,-2,-1,2,-7,-11,-2
Cc1ccc(NC(=O)NC(=S)NC(=O)c2ccccc2)cc1,-1,17,-4,6,2,1,-2,-10,2

# Another view of some results above.
# Value order: KLK5 inh	FXIIa inh 1536	14-3-3 Bad PPI	FXIa inh	Runt-CBFb FRET	Hck Nef HTS	Runt-SMMHC FRET	Thrombin inh	Wee1 stabilizer
- CCOC(=O)Cn1c(=NC(=O)c2ccc([N+](=O)[O-])s2)sc2ccccc21
 : -17	5	1	6	-83	4	-189	-2	0
- Cc1ccc(SCC(=O)NC(=O)Nc2ccc3c(c2)OCCO3)cc1C
 : -19	3	-8	-2	-1	2	-7	-11	-2
- Cc1ccc(NC(=O)NC(=S)NC(=O)c2ccccc2)cc1
 : -1	17	-4	6	2	1	-2	-10	2

# (further entries)
SMILES,KLK5 inh,FXIIa inh 1536,14-3-3 Bad PPI,FXIa inh,Runt-CBFb FRET,Hck Nef HTS,Runt-SMMHC FRET,Thrombin inh,Wee1 stabilizer
COCCCNC(=O)CN(c1cccc(Cl)c1C)S(C)(=O)=O,6,-9,3,-10,-3,2,9,-10,0
COc1cc(Cl)c(C)cc1NC(=O)CSc1ccc(NC(C)=O)cc1,-9,10,-2,6,-2,-26,4,-2,2
COc1ccc(CNC(=O)C2CCCN2CCc2ccccc2)cc1OC (stereo not given),-3,3,-6,0,-3,9,3,3,1
Cc1nnc(NC(=O)CN2C(=O)c3ccccc3S2(=O)=O)s1,-1,4,5,3,1,0,1,-4,0
COC(C[C@H](O)C[C@@H](O)[C@@H](C)OCc1ccccc1)OC,-2,3,-5,-4,3,23,0,-2,/
Cc1c(CCOC(=O)C23CC4CC(CC(C4)C2)C3)sc[n+]1Cc1ccccc1,-10,7,-5,-3,2,1,1,-1,0
Cc1ccc2nc(NCC(=O)O)nc(-c3ccccc3)c2c1,0,-7,-1[fluorescence artefact?],-2,23,14,-14,2,3
CCn1c(SCC(=O)c2ccccc2)nnc1-c1cnccn1,43*,5,2,18,1,-1,1,16,2
CCCCN(CC)Cc1ccc(CNC(=O)Nc2ccc(OCC)cc2)o1,-14,12,8,0,3,1,-4,-2,7
COC(=O)C1=C(C)NC(C)=C(C(=O)OC)C1c1ccc2ccccc2n1,-9,8,2,-3,0,4,6,-4,1
O=C(Cn1cnc2ccccc21)Nc1ccc(SC(F)F)cc1,1,8,-7,0,3,26,4,/,-1
CC(=O)c1ccccc1OCC(O)CN1CCN(C(c2ccccc2)c2ccccc2)CC1 (stereo not given),1,-2,-5,-1,-2,9,-7,-2,0
CCCCNc1oc(-c2ccc(OC)cc2)nc1S(=O)(=O)c1ccccc1,0,3,-1,-9,1,-20,1,-6,1
CC(NC(=O)Cn1cnc([N+](=O)[O-])n1)c1ccccc1 (stereo not given),-19,2,-5,-5,-3,0,-6,-3,3
Cc1ccc(Nc2nc(N)nc(CN3CCN(c4ccccc4)CC3)n2)cc1Cl,5,-3,-3,-2,-3,-1,-2,-5,-2
CN(C)S(=O)(=O)c1cccc(NC(=O)c2cncc(Br)c2)c1,-13,-3,2,0,0,1,3,-14,-2
COc1ccc(CN=Cc2c(C(F)(F)F)[nH][nH]c2=O)cc1,-3,10,-2,3,2,1,2,8,1
O=C(/C=C/C(=O)NCc1cccs1)NCc1cccs1,-1,3,-7,-2,-1,18,-3,-5,0
CCOC(=O)c1c(C)c(C(=O)Nc2ccccc2)c(C)n1CC,-10,22,6,7,-1,4,0,4,-1
COc1cc2[nH]c(=O)n(Cc3ccc(C(=O)NC4CCN(Cc5ccccc5)CC4)cc3)c(=O)c2cc1OC,-5,2,10,-5,1,23,-1,-5,-1
CCN(C(=O)c1nn(-c2ccc(OC)cc2)c(=O)c2c1c1ccccc1n2C)c1ccc(OC)cc1,9,9,-12,-2,-4,23,-3,-8,-2
Cc1ccc(NC(=S)c2ccc(N(C)C)cc2)cc1,-25,7,-30,6,-1,-2,1,-2,8
